Screening results deposited in PubChem by National Center for Advancing Translational Sciences (NCATS).
TCR activator = activators of T cell receptors. 330,000 tested, under 10 active. Potency, µM (top dose mostly 9.22 µM), for the others: top-dose activation of IL-2 secretion, actives largely listed as activators. primary human leukocytes, anti-CD3, IL-2 HTRF, 48 h. AID 504894; also: % of control where 0% means no effect
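48 hr co-incubation of compounds, a-CD3 beads and primary human leukocytes; IL-2 quantified homogeneously by HTRF with anti-IL-2 K and d2 conjugates.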
a7 integrin act = activators of alpha7 integrin expression for muscular dystrophy. 0.064% of 350,000 active. Potency, µM (series often up to 38.3 µM), for the others: at the top dose activation, most hits filed as activators. alpha7betagal myoblasts, beta-gal FDG fluorescence, 48 h. AID 624291;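 also: potency is read from the fitted curve at half-maximal effect; 100% = response of the positive control SU9516; nearly all actives have a fitted effect of over 60% in size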
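Alpha7betagal+/- myoblasts (passage 13) were plated 16-24 hr, then exposed to compounds (1:260 dilution of DMSO stock) for 48 hours at 37C. After MPER lysis, β-galactosidase reporter activity was read as FDG fluorescence (ex 480/em 540) after 30 minutes.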
Mito fusion yeast = inhibitors of mitochondrial division or activators of mitochondrial fusion. S. cerevisiae fusion-defective mutant growth rescue, CellTiterGlo 48 h. Potency, µM (highest dose often 46.1 µM), without a hit: top-dose growth rescue (activation), most hits filed as activators. 0.23% of 320,000 active;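 also: potency is read from the fitted curve at half-maximal effect; % of control where 0% means no effect; nearly all actives have a fitted effect of over 45% in size; temperature-sensitive fusion mutants such as fzo1-1 at 37 °C on non-fermentable ethanol glycerol medium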
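Compounds are tested for their ability to restore growth of mitochondrial fusion-defective yeast strains at non-permissive 37C in YPEG medium over 48 hours. Viability is quantified by luciferase luminescence.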
TSG101-PTAP inh = blocks PTAP/TSG101 interaction to inhibit HIV-1 budding | Q99816 | 340,000 tested, under 10 active | Fluorescence polarization, FITC-PTAP peptide / Tsg101 binding | Potency, µM (series often up to 115 µM), without a hit: at the highest dose activity change, negative = inhibition, usual class: inhibitors; active = well fitted inhibition curve with a large enough effect in the main read-out, with a control signal flat, not every such curve was filed as active; inconclusive = small, poorly fitted or top-dose-only effect, or effect the other way, or a change in a side signal; inactive = no such curve, though single readings can be large or run the other way; also: potency is read from the fitted curve at half-maximal effect; % of control where 0% means no effect
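Fluorescence anisotropy tracks displacement of a FITC-tagged PTAP peptide (50 nM) from the Tsg101 binding domain (10 uM), following a 20 min room-temperature incubation at pH 7.5.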
MLL CXXC-DNA inh = blocks binding of human MLL CXXC domain to DNA; Potency, µM (top dose mostly 115 µM), inactives show top-dose activity change, negative = inhibition, most hits filed as inhibitors; MLL-CXXC / FITC-HOXA9 DNA fluorescence polarization; 0.037% of 290,000 active; AID 2662; active = well fitted inhibition curve with a large enough effect in the polarisation, with a control signal flat, not every such curve was filed as active; inconclusive = small, poorly fitted or top-dose-only effect, or effect the other way, or a change in a side signal; inactive = no such curve, though single readings can be large or run the other way; the % refers to the polarisation; also: potency is read from the fitted curve at half-maximal effect
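Steps: dispense CXXC domain solution (7 uM) → pin compounds or unlabeled HOX-A9 DNA control → 5 min ambient → add FLSN-HOX-A9 solution (50 nM) → spin → 30 min ambient → fluorescence polarization. Tris pH 7.5/NaCl/DTT/BSA buffer.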
ASM inhibitor = inhibitors of human secretory acid sphingomyelinase. P17405. placental ASM, HMU-PC fluorogenic substrate, 60 min. Potency, µM (titrated, usually from 57.5 µM), inactives show at the top dose activity change, negative = inhibition, most hits filed as inhibitors. 0.006% of 340,000 active. AID 504937; also: potency is read from the fitted curve at half-maximal effect
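HMU-PC0 cleavage (9 uM final) by human placental ASM, 60 min at 37 °C following 10 min compound exposure at RT; stopped at pH 10, fluorescence Ex 386/Em 447 nm.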
MBNL1 CUG block = inhibitors of human MBNL1 binding to CUG repeat RNA; Q9NR56; TR-FRET MBNL1-His/biotin-(CUG)12 binding, 665/545 ratio; Potency, µM (doses to about 57.5 µM), without a hit: at the top dose activity change, negative = inhibition, most hits filed as inhibitors; 0.036% of 280,000 active; AID 2675; active = well fitted inhibition curve with a large enough effect in the signal ratio, with a control signal flat, not every such curve was filed as active; inconclusive = small, poorly fitted or top-dose-only effect, or effect the other way, or a change in a side signal; inactive = no such curve, though single readings can be large or run the other way; the % refers to the signal ratio; also: potency is read from the fitted curve at half-maximal effect; % is scaled to controls: 0 for no effect and ±100 for the full control effect
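His-tagged MBNL1 binding to biotinylated (CUG)12 RNA was measured by TR-FRET using terbium anti-His antibody (0.055 ng/ul final) and streptavidin-XL665 (5 nM final). Compounds were titrated 92 nM to 58 uM; 60 min at room temperature.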
A-T KAP1 phos = potential ataxia-telangiectasia treatment; […] A-T fibroblasts, KAP-1 phosphorylation AlphaLISA; neocarzinostatin DNA damage 30 min before lysis; Potency, µM (doses to about 57.5 µM), for the others: top-dose activation, actives largely listed as activators; 0.19% of 320,000 active; AID 485349; also: potency is read from the fitted curve at half-maximal effect; % of control where 0% means no effect; nearly all actives have a fitted effect of over 45% in size
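ATM-like activity read as KAP-1 phosphorylation via AlphaLISA donor/acceptor antibody pairs after lysis and 6 hr at 25C. Cells were ATM-null patient fibroblasts ([…], hTERT), dosed 60 min, then exposed to the DSB inducer NCS for 30 min.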
Menin-MLL TR inh = menin-MLL binding inhibition, Texas Red mutant peptide | 0.23% of 270,000 active | Potency, µM (top dose mostly 61.6 µM), for the others: top-dose FP activity change, negative = inhibition, most hits filed as inhibitors | AID 1768 | Menin + Texas Red MLL mutant peptide, fluorescence polarization; active = well fitted inhibition curve with a large enough effect in the polarisation, with a control signal flat, not every such curve was filed as active; inconclusive = small, poorly fitted or top-dose-only effect, or effect the other way, or a change in a side signal; inactive = no such curve, though single readings can be large or run the other way; the % refers to the polarisation; also: potency is read from the fitted curve at half-maximal effect; % of control where 0% means no effect; many of its hits are not listed in these tables
TSHR antagonist = antagonists of human thyroid stimulating hormone receptor; P16473; TSHR-expressing cells, TSH-stimulated cAMP HTRF, 2 h; active compounds read low; activity change, negative = inhibition, % at 11.5 µM; 0.2% of 330,000 active; AID 504810;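 active = activity change below a set negative limit, meaning inhibition stronger than a set level, cut at about -70% in these data; inconclusive = activity change between two set negative limits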; also: % is scaled to controls: 0 for no effect and ±100 for the full control effect
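TSHR-expressing cells, 200/well, pre-treated with compound, then stimulated with EC80 TSH (4nM final) for 2 hours at 37 deg C. cAMP measured by competitive HTRF: anti-cAMP cryptate antibody in lysis buffer plus cAMP-d2, read after 30 minutes at room temperature.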
Active calls of the source: *; ? = inconclusive; / = no result given; [ ] = remark or other dose. Unless noted, calls follow the shape of the dose curve; as a rule, active = well fitted curve in the direction sought with a large enough effect; inconclusive = small, poorly fitted or top-dose-only effect, or another doubt; inactive = no such curve, though single readings can be large; an effect the other way counts as inactive or inconclusive. These rows are one share of the data; the hit share may differ from the screen's.

Values run as follows: TCR activator	a7 integrin act	Mito fusion yeast	TSG101-PTAP inh	MLL CXXC-DNA inh	ASM inhibitor	MBNL1 CUG block	A-T KAP1 phos	Menin-MLL TR inh	TSHR antagonist
O=C(O)c1ccc(-c2ccc(/C=C3\NC(=O)N(Cc4ccc(Cl)cc4)C3=O)o2)cc1Cl
→ -2%	-22%	7%	-8%	-14%	378%[activator]	11%	-1%	?	11
Cc1cc(C(F)F)n2nc(C(=O)Nc3sc4c(c3C#N)CCC4)nc2n1
→ 0%	7%	-1%	1%	-5%	-3%	?	-2%	7%	-4
CC(C)CCNc1cc(=O)n(C)c(=O)n1C
→ 3%	-16%	-1%	-1%	-1%	2%	6%	-1%	-1%	3
CCN1C(=O)/C(=C\c2ccco2)C(C(=O)OC)=C1C
→ -1%	-7%	0%	-2%	-3%	-10%	16%	-6%	-4%	0
CCOc1ccccc1NC(=O)CSc1nc2ccccc2c(=O)n1CC1CCCO1 (centres undefined)
→ -4%	-541%[inhibitor]	2%	-2%	15%	-3%	3%	0%	-11%	?
Cn1c2ccccc2c2cc(C(=O)NNS(=O)(=O)c3ccc(F)cc3)sc21
→ /	-13%	-10%	-4%	-1%	-13%	-4%	-2%	-10%	-3
CCN(CC)c1ccc2cc(C(N)=O)c(=O)oc2c1
→ 0%[46.1 µM]	22%	6%	6%	61%[activator]	/	?	?	-11%	-16
Cc1c(CC(=O)N2CCC(C(N)=O)CC2)c(=O)oc2cc3c(cc12)CCC1(CCCCC1)O3
→ 0%	14%	-2%	-3%	-14%	4%	10%	-7%	3%	-12
c1ccc(Nc2ccc3c4c(cccc24)CC3)cc1
→ 4%[46.1 µM]	-23%	8%	-5%	-3%	79%[activator]	17%	?	?	25
CCOC(=O)N1CCN(CC(=O)N2c3ccccc3Sc3ccccc32)CC1
→ -6%	-5%	3%	-6%	-4%	-2%	-17%	18µM*	/	-20

Reprinted at random: 2 compounds from above.
Values run as follows: TCR activator	a7 integrin act	Mito fusion yeast	TSG101-PTAP inh	MLL CXXC-DNA inh	ASM inhibitor	MBNL1 CUG block	A-T KAP1 phos	Menin-MLL TR inh	TSHR antagonist
Cc1cc(C(F)F)n2nc(C(=O)Nc3sc4c(c3C#N)CCC4)nc2n1
→ 0%	7%	-1%	1%	-5%	-3%	?	-2%	7%	-4
CCOC(=O)N1CCN(CC(=O)N2c3ccccc3Sc3ccccc32)CC1
→ -6%	-5%	3%	-6%	-4%	-2%	-17%	18µM*	/	-20

Remaining list, next part.
Values run as follows: TCR activator	a7 integrin act	Mito fusion yeast	TSG101-PTAP inh	MLL CXXC-DNA inh	ASM inhibitor	MBNL1 CUG block	A-T KAP1 phos	Menin-MLL TR inh	TSHR antagonist
Cc1ccc(NC(=O)C2CCCN2C(=O)NCc2ccccc2)cc1 (centres undefined)
→ -6%	-26%	-5%	0%	-4%	1%	11%	6%	-2%	-2
COC(=O)c1cc(OC)c(OC)cc1NC(=S)N1CCN(c2ccccn2)CC1
→ -5%	1%	-7%	2%	-4%	0%	1%	2%	-1%	-10
NS(=O)(=O)c1ccc2c(c1)oc(=O)c1cc(S(N)(=O)=O)ccc12
→ -1%	-15%	-7%	-5%	-2%	0%	?	-2%	0%	4
Cn1c(C(C#N)C(=O)c2ccco2)nc2ccccc21 (centres undefined)
→ -1%	23%	10%	0%	-23%	7%	10%	12%	-5%	-5
O=C(COC(=O)CCC(=O)c1cccs1)Nc1ccc(F)c(F)c1F
→ /	32%	/	0%	/	-1%	/	3%	/	-6
Cc1cc2oc(=O)ccc2cc1[N+](=O)[O-]
→ 6%	-3%	0%	-2%	0%	0%	15%	-8%	-14%	2
CC1=C(C)CC(C(=O)Nc2ccc(C(=O)N3CCOCC3)cc2)C(C(=O)O)C1 (centres undefined)
→ 6%	17%	1%	2%	4%	6%	-10%	2%	-16%	8
Cc1ccc(-n2ncc3c2CCCC3NC(=O)c2ocnc2C)cc1C (centres undefined)
→ -3%	-38%[inhibitor]	1%	-1%	1%	0%	-4%	4%	1%	-40
CC1Oc2ccccc2C=C1/C=N/Nc1ccc(C(=O)O)cc1 (centres undefined)
→ -7%	5%	11%	-3%	-10%	28%	6%	-9%	/	-22
CC1(C)CC(NC(=O)c2cccc(S(=O)(=O)N(Cc3ccccc3)c3ccccc3)c2)CC(C)(C)N1
→ 12%	-60%[inhibitor]	-4%	-2%	/	1%	/	-2%	/	15

New compounds follow:
molecule	TCR activator	a7 integrin act	Mito fusion yeast	TSG101-PTAP inh	MLL CXXC-DNA inh	ASM inhibitor	MBNL1 CUG block	A-T KAP1 phos	Menin-MLL TR inh	TSHR antagonist
C/C=C(/C)C(=O)Nc1cccc(C2=NOC3(C2)C[C@@H](C(N)=O)N(C(=O)/C=C/CC)C3)c1 (some centres undefined)	4%	3%	20%	0%	-1%	4%	-6%	-3%	/	-3
CC1=C(C(=O)N2CCCCC2)C2(CCC(C)CC2)OC1=O (centres undefined)	5%[46.1 µM]	5%	11%	-4%	-1%	2%	?	16%	1%	31
Cc1cc(C2(c3ccc(O)c(C)c3)C(=O)Nc3ccccc32)ccc1O	-31%	-70%[inhibitor]	2%	-3%	-11%	-14%	-8%	-7%	52%[activator]	-5
CC1(C)Cc2c(sc3c2c(=N)n(Cc2ccco2)c(=O)n3CC(=O)Nc2cccc(Cl)c2)CO1	-8%	11%	6%	4%	7%	-5%	19%	15%	-1%	11
CCC(C)[C@H](N)c1cn([C@@H](Cc2cc3ccccc3[nH]2)C(=O)N2CCNCC2)nn1 (some centres undefined)	2%	2%	-1%	1%	-15%	11%	-2%	-1%	3%	4
COC(=O)C1(C)NC(c2cccs2)C2C(=O)N(c3ccc(F)cc3)C(=O)C21 (centres undefined)	-3%	9%	-3%	1%	2%	0%	8%	2%	-10%	2
O=C(c1cc([N+](=O)[O-])[nH]n1)N1CCSCC1	-5%	22%	3%	1%	-1%	0%	/	1%	/	12
Cc1ccc(-c2ccc(CCC(=O)O)n2-c2ccc(C(=O)O)cc2)cc1	-7%	-4%	-5%	1%	-1%	41%[activator]	2%	-9%	13%	2
CC(C)C(NC(=O)OC(C)(C)C)C(=O)N1CCCC1C(=O)NC(Cc1ccccc1)C(N)=O (centres undefined)	-5%	?	1%	-10%	-1%	-1%	6%	-6%	/	4
Cc1cccc(C)c1NC(=O)CN(C)CC(=O)Nc1sc2c(c1C(N)=O)CCC2	6%	4%	2%	0%	/	-1%	/	2%	/	-13
O=C(NCCSc1c[nH]c2ccccc12)c1c(F)cccc1F	-8%	-7%	-3%	0%	-5%	-1%	1%	0%	?	7
CCOC(=O)Cc1csc(NC(=O)c2ccc(Br)o2)n1	-2%	1%	-3%	-6%	5%	-1%	-8%	/	12%	-10
CN1C(C(=O)Nc2ncccn2)=C(O)c2ccccc2S1(=O)=O	-5%	8%	20%	-3%	3%	-3%	13%	-1%	-15%	28
CC(=O)N1c2ccc(S(=O)(=O)N(C)CC(=O)NC3CCCCC3C)cc2CC1C (centres undefined)	1%	17%	?	-2%	-13%	4%	-5%	22%	/	35

Three compounds from above, sorted by molar mass, rising.
molecule	TCR activator	a7 integrin act	Mito fusion yeast	TSG101-PTAP inh	MLL CXXC-DNA inh	ASM inhibitor	MBNL1 CUG block	A-T KAP1 phos	Menin-MLL TR inh	TSHR antagonist
Cc1cc(C2(c3ccc(O)c(C)c3)C(=O)Nc3ccccc32)ccc1O	-31%	-70%[inhibitor]	2%	-3%	-11%	-14%	-8%	-7%	52%[activator]	-5
CCOC(=O)Cc1csc(NC(=O)c2ccc(Br)o2)n1	-2%	1%	-3%	-6%	5%	-1%	-8%	/	12%	-10
CC1(C)Cc2c(sc3c2c(=N)n(Cc2ccco2)c(=O)n3CC(=O)Nc2cccc(Cl)c2)CO1	-8%	11%	6%	4%	7%	-5%	19%	15%	-1%	11
